High-throughput results as filed in PubChem.
Nrf2 activator – Nrf2 pathway activation; Potency, µM (top dose mostly 46.1 µM), for inactives: at the highest dose activation, usual class: activators; 410,000 compounds, 0.31% hits; AREc32 ARE-luciferase reporter (MCF7-derived line), luminescence, 24 h; note: % of control where 0% means no effect; nearly all actives have a fitted effect of over 65% in size
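ARE activation measured as luciferase luminescence (Steady-Glo, 30 min RT) in AREc32_Fluc cells after 24 hr compound exposure at 37 deg C, 5% CO2; cells seeded overnight at 1000/well in OPTI-MEM, 5% FBS.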
EPAC2 antagonist – antagonists of human EPAC2; Q8WZA2; EPAC2 GEF exchange of Rap1B-BODIPY-GDP, fluorescence; Potency, µM (top dose mostly 114 µM), without a hit: at the highest dose activity, negative = inhibition, actives largely listed as inhibitors; 360,000 compounds, 0.18% hits; AID 720708; note: % is set by controls: 0 for no effect and ±100 for the full control effect; nearly all actives have a fitted effect of over 45% in size; many of its hits are not listed in these tables
Target sequence (Q8WZA2 whole entry, looked up): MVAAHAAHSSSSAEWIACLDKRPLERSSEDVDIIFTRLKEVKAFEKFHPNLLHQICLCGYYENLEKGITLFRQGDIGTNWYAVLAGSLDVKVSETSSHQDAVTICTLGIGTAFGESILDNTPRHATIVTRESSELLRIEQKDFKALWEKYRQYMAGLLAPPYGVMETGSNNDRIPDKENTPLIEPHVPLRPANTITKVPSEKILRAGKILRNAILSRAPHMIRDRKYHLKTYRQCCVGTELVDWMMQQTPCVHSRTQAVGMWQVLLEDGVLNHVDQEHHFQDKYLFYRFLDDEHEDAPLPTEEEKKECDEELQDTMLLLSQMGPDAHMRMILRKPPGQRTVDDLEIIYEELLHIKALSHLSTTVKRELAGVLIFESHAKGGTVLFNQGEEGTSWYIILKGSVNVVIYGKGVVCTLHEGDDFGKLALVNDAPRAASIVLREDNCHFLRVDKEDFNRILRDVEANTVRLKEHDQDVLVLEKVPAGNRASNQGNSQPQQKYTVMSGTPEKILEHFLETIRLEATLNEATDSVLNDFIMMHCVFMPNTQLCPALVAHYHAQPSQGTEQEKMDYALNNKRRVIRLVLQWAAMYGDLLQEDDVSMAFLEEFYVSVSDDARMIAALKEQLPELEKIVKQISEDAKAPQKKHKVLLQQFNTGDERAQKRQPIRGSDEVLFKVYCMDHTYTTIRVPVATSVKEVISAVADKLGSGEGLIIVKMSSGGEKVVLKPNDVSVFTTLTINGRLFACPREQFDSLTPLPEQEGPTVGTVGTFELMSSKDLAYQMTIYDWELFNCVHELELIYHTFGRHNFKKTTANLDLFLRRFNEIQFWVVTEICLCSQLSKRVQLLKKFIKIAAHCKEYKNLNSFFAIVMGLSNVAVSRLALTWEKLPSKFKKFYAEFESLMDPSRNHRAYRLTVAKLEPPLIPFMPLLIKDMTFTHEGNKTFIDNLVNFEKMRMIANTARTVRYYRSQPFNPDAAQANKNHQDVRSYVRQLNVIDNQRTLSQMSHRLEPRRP
ATXN2 expr inh – reduces ATXN2 reporter expression in HEK-293 cells. HEK-293 ATXN2-luciferase reporter, luminescence, 24 h. Potency, µM (series often up to 57 µM), for inactives: at the top dose activity change, negative = inhibition, actives largely listed as inhibitors. 360,000 compounds, 0.72% hits. AID 1745845; note: % is set by controls: 0 for no effect and ±100 for the full control effect; nearly all actives have a fitted effect of over 55% in size
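ATXN2-luciferase reporter cells (luciferase flanked by upstream and downstream ATXN2 gene portions) were treated 24 h at 37 °C with compounds at up to 57 uM. SteadyGlo luminescence gave expression; GF-AFC fluorescence gave viability.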
TGFb inhibitor – TGF-b pathway inhibition; HepG2 CAGA-GFP TGF-b/SMAD3 reporter, GFP fluorescence, 18 h; TGF-beta stimulated, 500 pg/mL final; Potency, µM (highest dose often 46.1 µM), inactives show at the highest dose activity, negative = inhibition, usual class: inhibitors; 410,000 compounds, 1.2% hits; AID 588855; note: % is set by controls: 0 for no effect and ±100 for the full control effect; nearly all actives have a fitted effect of over 65% in size
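Per well, imaged GFP fluorescence of HEPG2 CAGA-GFP cells gives the signal; cells get compound, then TGF-beta (500 pg/mL final), 18 h at 37 degrees C; %Activity versus -TGF-beta and +DMSO controls.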
Nrf2 block – Nrf2 pathway inhibition. A549 ARE-Fluc reporter, luciferase luminescence, 18-24 h. Potency, µM (titrated, usually from 46 µM), for inactives: at the highest dose activity change, negative = inhibition, usual class: inhibitors. 360,000 compounds, 2.1% hits. AID 504444; note: % is set by controls: 0 for no effect and ±100 for the full control effect; nearly all actives have a fitted effect of over 60% in size
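Concentration-response testing used A549 ARE_Fluc cells at 5000 cells/well. Following an 18-24 h compound incubation, viability was read by fluorescence (Ex 405/Em 525) and luciferase output by luminescence.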
MCF10A rerep – induces DNA re-replication in MCF 10a normal breast cells | 350,000 compounds, 2.9% hits | MCF 10A DNA re-replication, Hoechst nuclear intensity, 48 h | Potency, µM (series often up to 46.1 µM), for the others: top-dose activity, positive = re-replication, hits mostly activators; note: % of control where 0% means no effect; nearly all actives have a fitted effect of over 50% in size
ATXN viability – viability counter-screen for ATXN expression inhibitors | S2 cells (HEK-293 line with an ATXN2-luciferase reporter) viability, CellTiter-Fluor protease fluorescence, 24 h | Potency, µM (doses to about 56.7 µM), most hits filed as cytotoxic | 400,000 compounds, 0.49% hits; note: nearly all actives have a fitted effect of over 40% in size
A549 tox – A549 cytotoxicity, counter-screen for Nrf2 inhibitors | A549 ARE-Fluc cells, CellTiter-Fluor viability, 18-24 h | Potency, µM (top dose mostly 46 µM), without a hit: top-dose activity change, negative = cytotoxicity, usual class: inhibitors | 390,000 compounds, 0.16% hits; note: % is set by controls: 0 for no effect and ±100 for the full control effect
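Cytotoxicity counterscreen: CellTiter-Fluor fluorescence was measured in A549 ARE_Fluc cells after 18-24 h of compound exposure in a concentration series. The subsequent BugLite luminescent read reports ARE-luciferase activity.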
HepG2 tox – kills HepG2 cells in TGF-b inhibitor counter-screen. HepG2 CAGA-GFP viability, ATP luminescence, 18 h. Potency, µM (highest dose often 46.1 µM), without a hit: top-dose activity change, negative = cytotoxicity, usual class: cytotoxic. 410,000 compounds, 0.76% hits. AID 588856; note: some results filed as inactive show a strong effect at the top dose
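CellTiter-Glo luminescence gave cytotoxicity after 18 hours at 37 degrees C. The cells were HepG2 CAGA-GFP in 1% FBS DMEM, stimulated with 500 pg/mL TGF-beta after compound addition. %Activity was normalised to no-cell wells (complete cell-killing) and DMSO (no toxicity), and curves were fitted and classified.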
* = called active by the depositor; i = inactive; ? = inconclusive; . = not tested or not shown; & = joins results of further samples; [ ] = another dose, or the depositor's remark. Calls come from the whole dose curve; as a rule, active = well fitted curve in the direction sought with a large enough effect; inconclusive = small, poorly fitted or top-dose-only effect, or another doubt; inactive = no such curve, though single readings can be large; an effect the other way counts as inactive or inconclusive. Potency is the fitted concentration of half-maximal effect. An excerpt, so the mix of outcomes need not match the whole.

SMILES	Nrf2 activator	EPAC2 antagonist	ATXN2 expr inh	TGFb inhibitor	Nrf2 block	MCF10A rerep	ATXN viability	A549 tox	HepG2 tox
COc1ccc(C(=O)NC(NC(=S)Nc2ccc(S(N)(=O)=O)cc2)C(Cl)(Cl)Cl)cc1 (configuration not stated)	-0.2%	-15%	1%	-2%	12%	?	i	-3%	-14%
CCC(C)c1ccccc1NC(=O)COC(=O)c1ccc(C)c(NC(=O)c2ccco2)c1 (configuration not stated)	-0.7%	4%[57.1 µM]	9%	-3%	-23%	0%	i	-4%	-7%
Cc1ccc(S(=O)(=O)N2[C@@H](c3ccc(Br)cc3)C(C(=O)O)=CC[C@H]2c2cccs2)cc1	1.9%	?	-2%	-13%	?	-53%[inhibitor]	i	-20%	-3%
CCOC(=O)C1=CCC(c2cccs2)N(S(=O)(=O)c2ccc(C)cc2)C1 (configuration not stated)	3.6%	-15%	-26%	?	.	.	i	.	-43%
COc1cccc(C2CC(c3ccc(Cl)cc3)n3nc(N)nc3N2)c1 (configuration not stated)	-0.2%	-4%	-3%	-3%	-7%	11%	i	2%	-1%
CCc1ccc(NCc2cc3cc4c(cc3n(CC(=O)Nc3ccc(Cl)cc3)c2=O)OCO4)cc1	13%	.	5%	-5%	?	.	i	-3%	-17%
CCc1nnc(NC(=O)CSc2nnc(CSc3nc(C)cc(C)n3)n2C)s1	0.0%	7%	1%	-25%	-2%	12%	i	-3%	3%
O=C(COC(=O)COc1ccccc1)Nc1ccc(Br)cc1F	0.2%	1%	-3%	2%	-17%	0%	i	-8%	0%
COc1ccc([N+](=O)[O-])cc1N(CC(O)CN(C)C)S(=O)(=O)c1ccc(C)cc1 (configuration not stated)	-0.9%	8%	.	2%	-8%	17%	i	-4%	-3%
O=C(CSc1nccc(=O)[nH]1)c1ccccc1Br	0.0%	-2%	-4%	?	1%	-2%	i	5%	-73%
COc1ccc(NC(=O)CSc2nc3c(oc4ccccc43)c(=O)n2-c2ccc(C)c(C)c2)cc1	0.2%	.	2%	-30%	-12%	.	i	0%	-2%
Cc1ccc(-c2nc3c(c(SCc4ccc(Br)cc4)n2)Cc2c(CO)cnc(C)c2O3)cc1	-0.7%	.	13%	32%	?	.	i	12%	-34%
CC1(C)CC(=O)C(C(N)=NC(=O)c2ccc([N+](=O)[O-])cc2)=C(O)C1	-0.6%	9%	-6%	-4%	12%	2%	i	-13%	-5%
Cn1c(=O)n(C/C=C/c2ccccc2)c(=O)c2c1nc1n2CCN1c1ccccc1	-0.1%	.	.	1%	18%	.	.	-3%	13%
CCOC(=O)c1ccc(NC(=O)Cc2coc3cc(C)cc(C)c23)cc1	0.0%	.	10%	-22%	-22%	.	i	-11%	-17%
O=C(CSc1oc(-c2ccc(F)cc2)nc1S(=O)(=O)c1ccc(Br)cc1)NC1CCCCC1	-0.2%	.	-1%	12%	-1%[9.27 µM]	.	i	2%	3%
Cc1ccc(S(=O)(=O)N2[C@@H](c3ccc(Cl)cc3)C(C(=O)O)=CC[C@H]2c2ccc(Cl)cc2)cc1	0.2%	?	1%	?	?	10%	i	-13%	-31%
CCOCCCNC(=O)Cn1ncc2c([nH]c3ccc(C)cc32)c1=O	-0.1%	.	.	.	28%	.	.	9%	-23%
CCc1nnc(NC(=O)CSc2nccn2-c2cccc(C)c2C)s1	2.6%	-4%	-30%	-21%	?	?	i	?	-16%
COc1cccc(OC)c1NC(=O)NC(=O)c1c(OC)c(Br)cc([N+](=O)[O-])c1OC	-0.7%	3%	0%	-4%	0%	0%	i	3%	-4%

Quoted from the listing.
`CCOC(=O)c1ccc(NC(=O)Cc2coc3cc(C)cc(C)c23)cc1` in HepG2 tox → -17%
`COc1ccc(NC(=O)CSc2nc3c(oc4ccccc43)c(=O)n2-c2ccc(C)c(C)c2)cc1` in TGFb inhibitor → -30%
`Cn1c(=O)n(C/C=C/c2ccccc2)c(=O)c2c1nc1n2CCN1c1ccccc1` in A549 tox → -3%
`Cc1ccc(S(=O)(=O)N2[C@@H](c3ccc(Cl)cc3)C(C(=O)O)=CC[C@H]2c2ccc(Cl)cc2)cc1` in MCF10A rerep → 10%

The listing picks up; the 2 compounds before the break are reprinted first.
SMILES	Nrf2 activator	EPAC2 antagonist	ATXN2 expr inh	TGFb inhibitor	Nrf2 block	MCF10A rerep	ATXN viability	A549 tox	HepG2 tox
CCc1nnc(NC(=O)CSc2nccn2-c2cccc(C)c2C)s1	2.6%	-4%	-30%	-21%	?	?	i	?	-16%
COc1cccc(OC)c1NC(=O)NC(=O)c1c(OC)c(Br)cc([N+](=O)[O-])c1OC	-0.7%	3%	0%	-4%	0%	0%	i	3%	-4%
CC(C)CC(=O)NNC(=O)c1ccc(Cl)cc1	-0.6%	0%	5%	-1%	-8%	?	i	2%	-13%
Cc1cc(C)n(-c2nc3cc(Cl)c(Cl)cc3nc2Nc2ccc(F)cc2C)n1	0.0%	.	2%	?	6%	.	i	0%	-12%
COc1cc2c(cc1OC)C(c1ccc(Cl)cc1)=NCC2	-0.7%	-12%	.	?	7%	5%	?	4%	-18%
O=C1C2C3C=CC(C3)C2C(=O)N1c1ccccc1OS(=O)(=O)c1ccccc1 (configuration not stated)	-0.5%	3%	9%	-6%	-4%	-2%	?	-6%	1%
CCOC(=O)C1(C)NC(c2cccs2)C2C(=O)N(c3ccccc3)C(=O)C21 (configuration not stated)	0.1%	2%	-5%	-1%	0%	-12%	i	-3%	-5%
CC1(Oc2cccnc2Cl)CCN(Cc2ccc(OC(F)(F)F)cc2)C1 (configuration not stated)	0.2%	-20%	-13%	-32%	.	.	i	.	-24%
N#CCC(=N)N1CCN(c2ccccc2Cl)CC1	-0.7%	0%	20%	16%	.	18%	?	1%	4%
COC(=O)CC1C(=O)NCCN1C(=O)c1c(F)cccc1F (configuration not stated)	0.0%	10%	10%	7%	-3%	-27%	i	2%	-1%
Cc1nc2ccc(NC(=O)c3cncc(Br)c3)cc2s1	3.3%	7%	.	20%	8%	2%	i	16%	11%
O=C(NC1CCC(=O)N(CCOc2ccccc2)CC1)OCc1ccccc1 (configuration not stated)	0.2%	-8%	-6%	6%&-7%	-6%	?	i	0%	-17%&-7%
CC(C)Cc1nnc(NC(=O)CCC(=O)NCCc2ccc(Cl)cc2)s1	0.1%	-11%	.	-2%	2%	-7%	i	-2%	11%
Cc1ccccc1-c1cc(C(=O)NCc2cccc(Br)c2)n(CC2CC(c3cccnc3)=NO2)n1 (configuration not stated)	0.7%	-7%	-30%	?	?	?	i	-5%	-22%
CCC(=O)NCc1nc2ccccc2n1Cc1ccccc1F	-0.2%	-1%	1%	-17%	-26%	8%	i	23%	10%
COc1ccc(C(O)c2nccc3cc(OC)c(OC)cc23)cc1OC (configuration not stated)	1.6%	-3%	1%	-15%	21µM*	4%	i	-14%	-36%
COc1ccc(N2CC(C(=O)N/N=C/c3cc([N+](=O)[O-])ccc3O)CC2=O)cc1 (configuration not stated)	0.5%	4%	-27%	-2%	-2%	?	i	2%	-18%
Cc1ccc(-c2nc3ncccn3c2Nc2ccc3c(c2)OCO3)o1	1.9%	0%	-7%	-2%	-6%	24%	i	-6%	0%
COc1ccccc1NC(=O)C1CC(O)CN1C(=O)Oc1ccccc1 (configuration not stated)	0.2%	3%	7%	4%	7%	-42%[inhibitor]	i	5%	3%
O=C(NCCN1CCC(n2c(=O)[nH]c3ccccc32)CC1)c1ccc(Cl)cc1Cl	6.4%	2%	-39%	.	.	.	i	.	.
O=C(CC(c1cccs1)N1Cc2ccccc2C1=O)Nc1ccccc1F (configuration not stated)	2.5%	.	-6%	-4%	20%	.	i	0%	-27%
CCN(CC)CCSc1c(C(C)C)cnc2c1c(=O)n(C)c(=O)n2C	0.1%	.	.	0%	.	.	.	0%	0%
Cc1ccc(C)c(-n2c(-c3ccc4c(c3)OCO4)n[nH]c2=S)c1	0.2%	4%	1%	0%	-10%	1%	i	-6%	0%
CCC(c1nnnn1Cc1ccc2c(c1)OCO2)N1CCN(CC)CC1 (configuration not stated)	-0.6%	7%	-16%	-4%	-7%	2%	i	9%	2%
CN(CC(=O)Nc1cccc2ccccc12)C(=O)c1ccc(NC(=O)CC#N)cc1	-1.2%	1%	-7%	27%	-8%	-13%	i	-1%	11%
CCCCN(CC)CCCNC(=O)c1ccc(CS(=O)(=O)c2c(Cl)cccc2Cl)o1	2.5%	17%	-9%	0%	11%	3%	i	-2%	-1%
COc1ccc(OC)c(NC(=O)NCCCCc2ccccc2)c1	-0.3%	-15%	-18%	-14%	-22%	7%	i	9%	0%
O=C(NC(=S)N1CCN(c2ccc(O)cc2)CC1)c1ccco1	0.5%	-6%	-11%	11%	?	?	i	-4%	2%
Cc1noc(C(=O)Nc2cccnc2Cl)c1Cl	1.9%	1%	16%	-7%	16%	5%	i	2%	7%
COc1ccc(NC(=O)C2CC(=O)OC2c2ccccc2)cc1 (configuration not stated)	0.0%	0%	-4%	0%	10%	4%	i	-8%	0%
O=C(COc1ccccc1Cl)NCc1ccco1	?	0%	35%[activator]	-2%	1%	2%	i	-10%	-5%
Cc1cccc(C)c1NS(=O)(=O)c1ccc(-c2cnc(C3CC3)o2)cc1	0.2%	-29%	.	4µM*	-11%	?	?	0%	-29%
COc1ccccc1NC(=O)C(=O)NCCC1CCCCN1S(=O)(=O)c1ccc(F)cc1 (configuration not stated)	0.1%	7%	-9%	-14%	-13%	8%	i	8%	0%
COc1cccc(CNC(=O)CCS(=O)(=O)c2ccc3c(c2)CC(C)N3C(=O)C2CC2)c1 (configuration not stated)	-0.8%&1.0%	-2%	12%	3%&-29%	?	0%	i	0%&5%	-2%&-16%
COc1ccc(NC(=O)c2cccn2-c2nnc(N3CCCCC3)s2)cc1	3.1%	.	9%	5%	?	.	i	-1%	-15%
COc1ccc(C(=O)O)cc1S(=O)(=O)Nc1ccccc1Cc1ccccc1	0.1%	0%	-6%	10%	1%	-3%	i	-3%	8%
COC(=O)c1ccc(CS(=O)(=O)c2ccc(F)cc2)o1	-0.2%	6%	.	-1%	6%	-4%	i	-7%	2%
